Source: PubChem (PCMD)
CatG inh: cathepsin G (human) inhibition | AID 581 | purified enzyme, AMC-tetrapeptide fluorescence, pooled mixtures | inhibition, % at 5 µM (by protocol) | 0.2% of 62,000 active;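 active means inhibition above 20% in each of the two mixture wells holding the compound; inactive means inhibition of 20% or less in either well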;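 further: 0% = enzyme control without mixture and 100% = blank lacking enzyme; strong numbers were not always called active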
CatB inh: blocks human cathepsin B protease activity; P07858; 0.1% of 63,000 active; inhibition, %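 (tested at 10 µM)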; AID 453; purified cathepsin B, fluorogenic substrate, fluorescence; in the data active means inhibition above about 21%;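 further: 0% = enzyme with no compound and 100% = no enzyme blank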
AP complement: alternative pathway complement inhibition, orthogonal assay. Human serum alternative complement pathway, LPS-coated ELISA, C3 deposition; tested in compound mixtures. inhibition, % at 5 µM. 0.08% of 62,000 active. AID 1235;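 active means inhibition above 30% in each of the two pooled mixtures holding the compound, so the lower value exceeds 30%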;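 further: 0% = serum in Mg-EGTA without compound and 100% = EDTA serum blank; some compounds past the cut are filed as inactive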
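Test system: human serum alternative complement pathway, C3 deposition on LPS-coated wells; also added: Plate-bound LPS; doses: 5 µM per compound in ten-compound mixtures; schedule: 1 h at 37 °C; detection: Anti-C3 ELISA, OD 450 nm; evaluation: percent inhibition of C3 deposition onto LPS; repeats: two pool placements per compound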
C1s inh: blocks human complement C1s protease activity | P09871 | purified C1s, fluorogenic AMC substrate, pooled mixtures | mean inhibition % of two 10-compound mixtures (stronger effect = higher value), % at 5 µM (by protocol) | 0.16% of 62,000 active | AID 538;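 active means inhibition above 20% in each of the two 10-compound mixture wells holding the compound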;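 further: 0% = enzyme wells lacking compound mixture and 100% = no-enzyme blank wells; some compounds called inactive have numbers as strong as hits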
FXIIa mix inh: inhibitors of human coagulation factor XIIa, pooled mixtures; P00748; purified FXIIa, fluorogenic substrate; inhibition, % at 5 µM; 0.2% of 62,000 active;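 further: 0% = enzyme without compound and 100% = no enzyme blank; some results filed as inactive read as strong as hits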
CatB mixtures: inhibitors of human cathepsin B in compound mixtures; AID 488; Purified cathepsin B, AMC dipeptide fluorescence; 0.06% of 62,000 active; inhibition, %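 (ten-compound pools at 5 µM per compound and 50 µM total)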; in the data active means inhibition above about 22%, passing the limit was not always enough; inconclusive means no clear call, values can overlap the other calls;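 further: 0% = enzyme without compound and 100% = no enzyme blank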
CatS block: blocks human cathepsin S protease activity; P25774; recombinant cathepsin S, AMC dipeptide fluorescence, pooled mixtures; inhibition, %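 (tested at 5 µM per compound within 10-compound mixtures)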; 0.06% of 62,000 active; AID 501; in the data active means inhibition above about 32%, passing the limit was not always enough; inconclusive means no clear call, values can overlap the other calls;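 further: 0% = enzyme without compound and 100% = blank without enzyme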
CatL block: inhibitors of human cathepsin L. 0.17% of 58,000 active. inhibition, %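 (tested at 10 µM)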. AID 460. purified cathepsin L, fluorogenic substrate, fluorescence. P07711; in the data active means inhibition above about 45%;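 further: 0% = enzyme with no compound and 100% = no enzyme blank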
Target sequence (P07711 114-288 limits assumed): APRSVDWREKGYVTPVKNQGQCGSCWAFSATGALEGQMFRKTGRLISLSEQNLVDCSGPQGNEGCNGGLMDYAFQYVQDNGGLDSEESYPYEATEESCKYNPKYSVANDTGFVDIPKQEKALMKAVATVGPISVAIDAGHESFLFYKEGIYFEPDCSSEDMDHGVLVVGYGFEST
Target sequence (P07711 292-333 limits assumed): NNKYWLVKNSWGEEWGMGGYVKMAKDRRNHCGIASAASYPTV
FXIa mix inh: blocks human factor XIa in pooled compound mixtures; purified FXIa, fluorogenic substrate; AID 680; 0.19% of 62,000 active; inhibition, % at 5 µM;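 further: each value is inhibition by a whole ten-compound pool holding the compound; 0% = enzyme with no mixture and 100% = wells lacking enzyme; strong numbers were not always called active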
Target sequence (P03951 19-387 limits assumed): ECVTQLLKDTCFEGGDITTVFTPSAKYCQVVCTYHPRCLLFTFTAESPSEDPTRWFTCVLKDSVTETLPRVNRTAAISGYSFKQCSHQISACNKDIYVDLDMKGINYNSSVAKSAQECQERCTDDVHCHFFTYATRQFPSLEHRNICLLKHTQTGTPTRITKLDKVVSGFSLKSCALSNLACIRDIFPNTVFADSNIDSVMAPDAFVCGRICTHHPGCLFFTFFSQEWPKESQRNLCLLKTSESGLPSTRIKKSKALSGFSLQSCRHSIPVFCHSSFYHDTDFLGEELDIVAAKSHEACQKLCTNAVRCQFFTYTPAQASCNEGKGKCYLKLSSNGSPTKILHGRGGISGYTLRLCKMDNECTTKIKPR
Target sequence (P03951 388-625 limits assumed): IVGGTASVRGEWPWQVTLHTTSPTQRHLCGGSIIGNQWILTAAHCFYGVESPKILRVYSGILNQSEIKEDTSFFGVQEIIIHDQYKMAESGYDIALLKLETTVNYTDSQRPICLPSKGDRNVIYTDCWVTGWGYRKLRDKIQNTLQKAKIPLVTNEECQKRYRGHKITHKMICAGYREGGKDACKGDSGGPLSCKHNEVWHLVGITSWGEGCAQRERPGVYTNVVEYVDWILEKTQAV
Starred values were filed as active, the others as inactive; ? = inconclusive; nt = not tested or not shown. Unless noted, no stated cut-off is given here; in the data, active means inhibition above about 20% (passing the limit was not always enough); inactive means the rest.

SMILES	CatG inh	CatB inh	AP complement	C1s inh	FXIIa mix inh	CatB mixtures	CatS block	CatL block	FXIa mix inh
Cc1ccc(Nc2nc(N3CCOCC3)nc(N3CCOCC3)n2)cc1	12	4	2	12	3	5	1	22	13
CCCc1cc(=O)[nH]c(SCC(=O)N(C)C2CCS(=O)(=O)C2)n1 (centres undefined)	0	3	1	4	-1	-5	3	20	-9
COc1ccc(N2CCN(CCCNS(=O)(=O)c3c(C)noc3/C=C/N(C)C)CC2)cc1	-15	1	-4	2	3	-1	14	75*	1
CC1NC(=O)NC1CCCCC(=O)O (centres undefined)	10	0	15	12	-20	3	3	-2	5
CCCS(=O)(=O)c1nc(S(=O)(=O)c2ccc(C)cc2)c(N2CCCC2)s1	-1	0	6	-7	-23	1	11	4	10
N#Cc1c(N)c(C(=O)c2ccccc2)n2c1CCC2	-2	4	3	2	4	2	2	1	1
CCC(C)N1CC23C=CC(O2)C(C(=O)OC)C3C1=O (centres undefined)	-3	-7	17	-39	3	5	-6	nt	7
CCOC(=O)c1sc(NC(=O)C2CC2)cc1C	10	3	5	14	4	7	30	nt	7
Cc1ccc(C(=O)N2CCN(C(=O)c3ccc(C)c(C)c3)C(C)C2)cc1C (centres undefined)	-5	0	7	3	-22	9	8	-2	1
O=C(NCCCN1CCOCC1)c1c(O)c2ccccc2[nH]c1=O	-15	-1	-6	-34	-2	-3	-3	21	-2
CCOC(=O)N1CCN(C(=O)c2ccc(CN(c3ccccc3)S(C)(=O)=O)cc2)CC1	7	3	15	10	1	-1	-8	0	6
N#Cc1cn(-c2ccccc2)nc1-c1ccc2c(c1)OCCO2	11	4	7	4	-18	-2	7	8	-7
CC/C(=C1/C(=O)CC(C)(C)C(C(=O)OC)C1=O)N1CCCC1 (centres undefined)	5	-1	6	-4	-16	0	4	4	6
CCCCc1ccc(S(=O)(=O)NCCc2ccncc2)cc1	6	0	10	1	13	-4	1	nt	-6
CN=C1c2c(-c3ccccc3)c3cc(OC)ccc3n2CCN1C	57	5	-3	-10	5	1	-3	-16	30
COc1ccc(C(=O)N2CCCN(C)CC2)cc1S(=O)(=O)N1CCCc2ccccc21	1	4	6	-36	2	-6	8	1	-16
Cc1nc2ccc(C(=O)N3CCSCC3)cc2s1	9	4	5	-1	0	5	3	-6	5
CCN(CCCNC(=O)CC(C(=O)N1CCc2ccccc21)n1ccnc1)c1ccccc1 (centres undefined)	6	3	21	-1	2	1	-1	3	0
CCOC(=O)c1c(NC(=O)CSc2nnc(CNc3ccc(F)cc3)o2)sc(C(C)=O)c1C	5	-2	2	-17	1	-3	6	26	-6
Cc1[nH]c(C)c2c(=O)n(-c3ccccc3)ncc12	-4	-3	-2	-6	2	4	19	1	4
O=S(=O)(CCc1nc2ccccc2o1)c1ccc(Cl)cc1	7	-1	10	2	4	1	-4	6	1
COc1ccc(-c2ccc(SCC(=O)N3CCOCC3)nn2)cc1	9	1	24	15	-1	6	-4	-8	8
CCC1(c2cccc(Cl)c2)NC(=O)N(Cc2cc(C(=O)OC)c(C)o2)C1=O (centres undefined)	8	3	-2	15	3	1	6	21	4
Nc1nc(CSc2nnc(-c3cccc(F)c3)n2-c2ccccc2)nc(N2CCOCC2)n1	-6	2	-3	-12	1	-3	-5	nt	12
CCC(Sc1nnc(C)s1)C(=O)Nc1nccs1 (centres undefined)	0	5	3	-4	4	-1	21	8	4
CCOc1ccccc1N1CCN(CC(O)COc2ccc3c(C)cc(=O)oc3c2)CC1 (centres undefined)	2	-1	-5	-5	5	-2	5	4	2
CCCS(=O)(=O)N1CCCC(c2nc(-c3cccc(OC)c3)no2)C1 (centres undefined)	-1	-3	2	-1	3	-4	2	18	-2
O=C(OCc1cc2ccccc2[nH]c1=O)c1ccco1	6	2	1	11	3	4	-2	14	4
CCCCn1c(C(C)NC(=O)CCC)nc2ccccc21 (centres undefined)	9	5	2	-36	-2	0	36	16	-3
NC(=O)c1ccc(C2SCC(=O)N2Cc2ccccc2)cc1 (centres undefined)	7	5	6	-1	2	0	-7	2	-5
c1ccc(-n2ncc3c2ncn2nc(CSc4nc5ccccc5s4)nc32)cc1	-15	0	10	-66	-1	-5	-17	-2	-14
Cc1ccc(C2NC(=O)c3c(sc4c3CCN(C)C4)N2)o1 (centres undefined)	-9	2	1	12	2	0	-1	-17	2
O=C(Cn1c(SCC(=O)N2CCCc3ccccc32)nc2ccccc21)N1CCCC1	11	1	-4	12	0	3	1	-1	1
Cn1nnnc1-c1cc(Br)ccc1NC(=O)c1ccccc1	0	7	1	-27	-20	3	9	14	7
CCNS(=O)(=O)c1ccc(NS(=O)(=O)c2cc(C)ccc2C)cc1	2	2	17	-17	4	2	-14	2	-1
CC(=O)Nc1ccc(Nc2ncnc3c2cnn3-c2ccccc2)cc1	8	8	9	2	7	-3	1	8	-1
CC(C)c1ccc(NC(=O)c2csnn2)cc1	-11	3	-31	-20	2	1	7	7	6
CCOC(=O)N1CCN(C(=O)c2ccc(Cn3c(=S)[nH]c4cc5c(cc4c3=O)OCO5)cc2)CC1	3	-2	7	6	-16	1	3	23	3
CCN(CC)c1ccc(NC(=O)c2cccc(C)c2OC)c(C)c1	0	-1	17	-8	-4	4	-2	1	5
O=C(Nc1ccc(Cl)cc1)Nc1ccccc1C(=O)NCc1ccco1	8	-1	11	7	3	4	-2	7	0
Cn1c(=O)n(Cc2ccccc2)c(=O)c2c1nc1n2CCCN1C1CCCCC1	8	3	6	11	14	3	-7	-11	7
N#C/C(=C\c1c(N2CCOCC2)nc2ccccn2c1=O)S(=O)(=O)c1ccccc1	3	2	-3	-31	4	-4	?	14	-6
CCNS(=O)(=O)c1ccc(NC(=O)c2cccnc2)cc1	-7	2	30	-16	-4	-5	-14	-1	-13
CCCC(=O)C1=C(O)C(C(=O)OC)C(C)(C)CC1=Nc1ccccc1 (centres undefined)	-12	3	-9	-100	-1	-11	-8	16	-34
CCC(=O)Nc1ccc(-c2nnc(SCC(=O)NCC3CCCO3)n2C)cc1 (centres undefined)	11	1	8	2	-2	3	-2	-4	2

CatL block: entries above that show a hit.
SMILES	CatG inh	CatB inh	AP complement	C1s inh	FXIIa mix inh	CatB mixtures	CatS block	CatL block	FXIa mix inh
COc1ccc(N2CCN(CCCNS(=O)(=O)c3c(C)noc3/C=C/N(C)C)CC2)cc1	-15	1	-4	2	3	-1	14	75*	1

Remaining list, next part
SMILES	CatG inh	CatB inh	AP complement	C1s inh	FXIIa mix inh	CatB mixtures	CatS block	CatL block	FXIa mix inh
Cc1nc2sc(C(c3cccc(F)c3)N3CCCCC3)c(O)n2n1 (centres undefined)	9	2	3	13	3	2	3	8	6
O=c1cc(Nc2ccc3c(c2)OCCO3)[nH]c(=O)n1Cc1ccc(F)cc1	-8	7	-3	-54	-4	2	15	11	4
CCOC(=O)N1CCC(N2CCN(S(=O)(=O)c3ccc(NC(C)=O)cc3)CC2)CC1	10	3	9	5	2	5	12	3	3
CCn1c(SCC(=O)Nc2nc3ccc(C)cc3s2)nc2c(c1=O)SC(C)C2 (centres undefined)	8	1	12	8	4	4	6	22	15
c1ccc(N2CCCCC2)c(NC2=NCCC2)c1	6	6	19	7	2	0	-11	-4	5
COC(=O)c1cnn2c3c(c(C)nc12)CCCC3	9	3	3	-5	4	2	-1	nt	1
O=C(O)c1cc2n(n1)C(C(F)(F)F)CC(c1ccco1)N2 (centres undefined)	0	-3	7	0	0	5	2	-8	6
COc1ccc(C(=O)N2CC=C(c3ccccc3)CC2)cc1S(=O)(=O)N1CCOCC1	9	0	7	-4	-14	-7	-5	0	-3
CCCn1nnnc1SCC(=O)N1CCOCC1	2	-4	11	2	-13	3	-8	-4	6
Cc1ccc(S(=O)(=O)Cn2nnnc2C(C(C)C)N2CCN(Cc3ccco3)CC2)cc1 (centres undefined)	13	5	-3	16	-5	4	12	16	4
CC(C)n1c(C(=O)OCC(=O)NCc2ccc3c(c2)OCO3)cc2occc21	1	-3	0	-5	13	0	7	-7	-1
Cc1nnc(SCC(=O)NC2CC2)n1CCc1ccccc1	12	3	3	-2	-13	-1	10	10	-4
N#Cc1ccccc1NC(=O)COC(=O)c1ccc(S(=O)(=O)N2CCCC2)cc1	0	-3	-1	-3	3	2	7	nt	3
Cc1ccc(NC(C(N)=O)c2c(C)[nH]c(=O)[nH]c2=O)cc1 (centres undefined)	-16	2	-17	-23	11	-2	-5	-3	-2
OC(Cn1cncn1)c1ccc(Cl)cc1 (centres undefined)	9	-4	10	11	1	8	1	0	13

Grouped by structure: the compounds so far containing a thiophene ring, fused or not
SMILES	CatG inh	CatB inh	AP complement	C1s inh	FXIIa mix inh	CatB mixtures	CatS block	CatL block	FXIa mix inh
CCOC(=O)c1sc(NC(=O)C2CC2)cc1C	10	3	5	14	4	7	30	nt	7
CCOC(=O)c1c(NC(=O)CSc2nnc(CNc3ccc(F)cc3)o2)sc(C(C)=O)c1C	5	-2	2	-17	1	-3	6	26	-6
Cc1ccc(C2NC(=O)c3c(sc4c3CCN(C)C4)N2)o1 (centres undefined)	-9	2	1	12	2	0	-1	-17	2

(continued)
SMILES	CatG inh	CatB inh	AP complement	C1s inh	FXIIa mix inh	CatB mixtures	CatS block	CatL block	FXIa mix inh
O=C(CN1C(=O)CSC1=O)Nc1ccccc1N1CCOCC1	-1	-6	28	-17	1	7	4	-6	2
CCC(=O)N1CCc2cc(S(=O)(=O)NC(C(=O)NCc3ccc(F)cc3)C(C)C)ccc21 (centres undefined)	2	-2	7	4	5	0	-1	1	4
Cc1ccc2c(c1)[nH]c1c(=O)n(Cc3ccccn3)cnc12	0	4	-17	1	2	2	7	15	4
O=C(NCc1ccccn1)C1CCC(=O)N1C1CCCC1 (centres undefined)	-3	-1	7	-3	19	5	21	4	1

Only AP complement, CatL block and CatB inh, for four of the compounds above:
SMILES | AP complement | CatL block | CatB inh
Nc1nc(CSc2nnc(-c3cccc(F)c3)n2-c2ccccc2)nc(N2CCOCC2)n1 | -3 | nt | 2
CCOC(=O)c1sc(NC(=O)C2CC2)cc1C | 5 | nt | 3
Cc1ccc(S(=O)(=O)Cn2nnnc2C(C(C)C)N2CCN(Cc3ccco3)CC2)cc1 (centres undefined) | -3 | 16 | 5
COC(=O)c1cnn2c3c(c(C)nc12)CCCC3 | 3 | nt | 3

Record cards, as listed above:
Results for `CCOc1ccccc1N1CCN(CC(O)COc2ccc3c(C)cc(=O)oc3c2)CC1` (centres undefined) → CatG inh: 2; CatB inh: -1; AP complement: -5; C1s inh: -5; FXIIa mix inh: 5; CatB mixtures: -2; CatS block: 5; CatL block: 4; FXIa mix inh: 2
Results for `CCOC(=O)c1c(NC(=O)CSc2nnc(CNc3ccc(F)cc3)o2)sc(C(C)=O)c1C` → CatG inh: 5; CatB inh: -2; AP complement: 2; C1s inh: -17; FXIIa mix inh: 1; CatB mixtures: -3; CatS block: 6; CatL block: 26; FXIa mix inh: -6

Not all compounds are listed; count on the stated rates, not on these rows.
